PREPL inh = inhibits the human prolyl oligopeptidase-like enzyme; Q4J6C6; recombinant PREPL, fluorescence polarization activity-based probe; inhibition, % at 5.96 µM; 320,000 compounds, 0.68% hits; AID 2751; in the data active = inhibition above about 43%;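 also: 0% = enzyme with DMSO and 100% = wells lacking enzyme; many of its hits are not listed in these tables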
Target sequence (Q4J6C6 whole entry, looked up): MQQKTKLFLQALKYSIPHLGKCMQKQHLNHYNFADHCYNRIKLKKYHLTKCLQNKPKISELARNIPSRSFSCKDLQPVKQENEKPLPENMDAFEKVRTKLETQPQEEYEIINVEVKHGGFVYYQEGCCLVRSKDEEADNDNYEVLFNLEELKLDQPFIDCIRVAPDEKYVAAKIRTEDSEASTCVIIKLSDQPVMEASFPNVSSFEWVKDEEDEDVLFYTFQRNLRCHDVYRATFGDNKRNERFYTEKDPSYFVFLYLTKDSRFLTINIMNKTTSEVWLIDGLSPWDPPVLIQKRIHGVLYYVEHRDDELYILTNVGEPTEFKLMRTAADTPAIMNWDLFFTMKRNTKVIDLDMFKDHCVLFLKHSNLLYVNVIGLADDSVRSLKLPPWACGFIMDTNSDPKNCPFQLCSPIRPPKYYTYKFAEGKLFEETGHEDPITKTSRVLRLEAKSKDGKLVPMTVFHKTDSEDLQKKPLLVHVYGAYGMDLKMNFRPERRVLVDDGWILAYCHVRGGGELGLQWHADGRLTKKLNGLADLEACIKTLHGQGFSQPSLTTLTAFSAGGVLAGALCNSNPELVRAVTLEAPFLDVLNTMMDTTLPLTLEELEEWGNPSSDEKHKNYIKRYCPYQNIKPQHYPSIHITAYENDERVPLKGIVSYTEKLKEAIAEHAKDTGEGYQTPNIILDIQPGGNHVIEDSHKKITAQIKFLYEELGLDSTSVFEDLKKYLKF
TPT1 inh = C. albicans TPT1 enzyme inhibition | 300,000 compounds, 0.81% hits | recombinant caTPT1, FP RNA substrate dephosphorylation | inhibition, % at 5 µM;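 active = inhibition above the mean of all tested compounds plus 3 SD, set per screening campaign, cut at about 24% in these data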;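 also: plate controls were DMSO alone for no effect and ferristatin control at 100 nM for full effect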
core dimer inh = HCV core protein dimerization inhibition. 300,000 compounds, 0.33% hits. AID 1899. TR-FRET GST/Flag-core106 dimerization, 1536-well. inhibition, % at 5 µM;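 active = inhibition above the mean of all tested compounds plus 3 SD, set per screening campaign, cut at about 45% in these data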
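Assay system – GST-tagged and Flag-tagged HCV core protein residues 1-106 · Quantity – core106 proteins, GST 13.5 nM and Flag 17 nM · Benchmarks – unlabelled core106 and no-GST-core106 wells · Read-out basis – percent inhibition of core106 dimerization signal · Detection – time-resolved FRET, ex 340 nm, em 617 and 671 nm · Schedule – 4 h at 22.5 °C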
CTSL1 counter = blocks F. hepatica cathepsin L1 in PFM18AAP counter-screen. recombinant F. hepatica cathepsin L1, Z-Leu-Arg-MCA fluorescence. AID 1906. inhibition, % at 5.96 µM. 300,000 compounds, 0.49% hits;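 active = inhibition above the mean of all tested compounds plus 3 SD, set per screening campaign, cut at about 17% in these data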;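 also: 0% = plate median of test compound wells and 100% = 1 µM Z-Phe-Ala-diazomethylketone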
PP5 primary = inhibitors of human protein phosphatase 5 (PP5) | P53041 | 320,000 compounds, 0.18% hits | inhibition, % at 6.7 µM | AID 1987 | purified PP5c, OMFP substrate fluorescence;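 active = inhibition above the campaign's mean inhibition across all tested compounds plus 3 SD, cut at about 9.5% in these data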;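 also: 0% = DMSO only and 100% = 100 µM cantharidin control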
PP1 inh = counter-screen for PP5 inhibitors: inhibitors of human PP1-alpha. 320,000 compounds, 0.9% hits. purified PP1alpha, OMFP fluorescence. inhibition, % at 6.7 µM. P62136. AID 2235;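 active = inhibition above the mean inhibition of all tested compounds plus 3 SD, computed separately for each screening campaign, cut at about 15% in these data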
Target sequence (P62136 whole entry, looked up): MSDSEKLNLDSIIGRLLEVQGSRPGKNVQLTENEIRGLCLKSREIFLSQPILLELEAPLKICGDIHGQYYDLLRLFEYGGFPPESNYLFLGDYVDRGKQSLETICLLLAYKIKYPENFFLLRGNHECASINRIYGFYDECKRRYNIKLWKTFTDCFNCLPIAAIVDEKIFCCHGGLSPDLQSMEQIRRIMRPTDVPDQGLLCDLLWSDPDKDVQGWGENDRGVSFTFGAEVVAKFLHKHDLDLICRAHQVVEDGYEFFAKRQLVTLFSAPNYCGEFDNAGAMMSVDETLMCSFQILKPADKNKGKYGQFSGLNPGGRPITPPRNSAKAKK
LYPLA2 inh = counter-screen for PME1 inhibitors: inhibitors of human LYPLA2; inhibition, % at 5.9 µM; 320,000 compounds, 0.38% hits; recombinant LYPLA2, FP-Rh probe fluorescence polarization; O95372;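 active = inhibition above the screen-wide mean plus 3 SD, limit set per campaign, cut at about 26% in these data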;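 also: 0% = LYPLA2 with DMSO and 100% = wells lacking LYPLA2 enzyme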
GASC-1 inh = blocks human GASC-1 demethylase activity. inhibition, % at 2.35 µM. 330,000 compounds, 0.069% hits. AID 2099. GST-JMJD2C(1-420) H3K9me3 demethylation, DELFIA europium. Q9H3R0;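 active = more than half of a compound's replicate wells show inhibition beyond 50%, single wells judged on their own value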;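 also: signal counts dimethyl H3K9 product captured on neutravidin plate; 0% = median of DMSO wells and 100% = 0.3 times that DMSO median; strong numbers were not always called active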
Efflux pump inh = inhibitors of Candida antifungal efflux pumps expressed in yeast; AID 485275; 330,000 compounds, 0.44% hits; S. cerevisiae Candida pump triplex, Nile Red efflux; inhibition, % at 10 µM;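 active = plate passing quality check with inhibition over a set limit, or well fluorescence over plate mean plus 4 SD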;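 also: Nile Red retained in pooled yeast measured as flow cytometry median fluorescence; 0% = buffer negative control and 100% = Enniatin B positive control; higher means more Nile Red kept so more efflux inhibition; some compounds called inactive have numbers as strong as hits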
Numbers without * were called inactive; i = inactive; · = not tested or not shown; & = joins results of further samples. Not all compounds are listed, so the mix of outcomes need not match the whole.

Each structure is followed by: PREPL inh	TPT1 inh	core dimer inh	CTSL1 counter	PP5 primary	PP1 inh	LYPLA2 inh	GASC-1 inh	Efflux pump inh
> O=C(c1coc2ccc(O)c(CN3CCOCC3)c12)C1CC1
 : 12	-8	-3	10	-1.2	-4	-5	13	0.1
> COc1cccc(CNC(=O)COc2cc(O)c3c(c2)OC(C)(C)CC3=O)c1
 : 4	-7	12	-6	3.1	3	2	-2	-0.2
> O=C(NC1CCCCC1)C1CCN(c2cnccn2)CC1
 : 10	-1	0	0	1.9	-5	-1	12	0.1
> COC(=O)N(NC(=O)C(O)(c1ccccc1)c1ccccc1)c1ccccc1
 : -3	6	-3	3	-1.4	0	0	-23	-0.8
> O=C(O)C(Cc1ccccc1)N1Cc2ccccc2C1=O (stereo not given)
 : 0	-2	2	-4	0.9	5	-1	-1	0.1
> CC(=O)Cc1nsc(NC(=O)c2oc(-c3ccccc3Cl)cc2C)n1
 : -7	-3	4	1	-1.2	-3	-3	8	0.1
> Cc1cc(=O)oc2c(C)c(OCC(=O)NCCc3ccc(S(N)(=O)=O)cc3)ccc12
 : 16	-5	-5	3	-0.9	-3	-4	5	0.3
> CCOc1ccc(NC(=O)CSc2nncc(=O)[nH]2)cc1
 : 16	-3	-12	4	2.9	10	2	11	-0.1
> Cc1c(C(=O)NCc2cccnc2)oc2ccccc12
 : 0	2	-12	-1	1.9	-1	4	3	-0.1
> CCn1cc(C(=O)NCc2ccccc2)c(=O)c2cc(F)c(N3CCN(C(=O)c4ccco4)CC3)cc21
 : 1	6	13	3	2.7	1	-10	-10	0.2
> CN1CCN(C(=O)CN2C(=O)COc3ccc(S(=O)(=O)N4CCOCC4)cc32)CC1
 : 1	-1	5	-5	1.4	-2	9	-4	-0.1
> CCCn1c2ccc(F)cc2c2nnc(SCCN3CCCCC3)nc21
 : 6	-2	1	3	3.6	-2	8	10	0.1
> CC(=O)NC(C(=O)c1ccccc1)N1CCCCC1 (stereo not given)
 : 30	-2	-15	-1	-0.3	0	5	-2	-0.2
> COC(=O)CCCC1=CC2=CC(=O)C(C)(OC(=O)c3cccs3)C(=O)C2=CN1c1cccc(C#N)c1 (stereo not given)
 : -4	-10	47*	1	4.6	0	2	8	0.6
> CN(CC(=O)Nc1ccc(F)cc1)C(=O)CCc1nc2sc3c(c2c(=O)[nH]1)CCCC3
 : 4	15	16	-1	0.9	-3	-4	3	0.0
> O=C(N/C(=C/c1cccnc1)C(=O)N1CCOCC1)c1ccco1
 : 16	-3	2	-2	1.5	-5	4	0	-1.2
> CCOc1ccccc1CN1CCN(Cc2nc3ccccc3s2)CC1CCO (stereo not given)
 : -7	-2	-13	-2	0.5	4	0	5	0.0
> CCOc1ccc(NS(=O)(=O)c2cc3c4c(c2)C(C)C(=O)N4CCC3)cc1 (stereo not given)
 : 2	3	-1	-6	1.1	4	9	-24	0.1
> CCOC(=O)C(CC)/C(C)=N/NC(=O)c1ccccc1[N+](=O)[O-] (stereo not given)
 : 2	0	1	-2	1.4	2	2	-4	-0.1
> COC(=O)c1ccccc1OC(=O)c1ccc(Br)o1
 : 18	1	-4	-1	0.3	-3	5	1	-0.1
> O=C(CN1CCN(C(=O)N2CCCCC2)CC1)Nc1ccc(F)cc1
 : 9	0	1	-4	3.5	1	2	-4	0.1
> O=C(Nc1ccc2c(c1)OCO2)c1cccc2c1C(=O)N(Cc1cccnc1)C2
 : 24	-3	54*	0	5.5	8	3	-19	0.1
> CCOC(=O)/C=c1\s/c(=C\c2ccc(C(F)(F)F)cc2)c(=O)n1CC(=O)NCc1ccco1
 : 2	23	54*	-5	3.0	0	-9	4	-0.1
> Cc1ccc2nc(Cl)c(C#N)cc2c1
 : -5	4	1	0	-0.7	1	3	-3	0.0
> COc1ccc(C(=O)Nc2ccc(C)cn2)c(OC)c1
 : 2	4	-1	-2	-0.7	-4	4	2	0.1
> CCOc1ccc(NC(=O)CSc2nc3ccccc3c(=O)n2CCNC(C)=O)cc1
 : -9	-2	-2	-3	2.9	2	1	-8	0.5
> CC12CN(S(=O)(=O)c3ccccc3)CC(C)(CN(S(=O)(=O)c3ccccc3)C1)C2
 : 19	-1	1	2	0.8	-2	8	8	-0.1
> O=c1c2ccccc2nnn1-c1ccc(Br)cc1
 : -2	-2	3	-1	-1.1	-4	-1	-12	0.1
> CCCOc1ccc(/C=C2/C(=O)ON=C2C)cc1OCC
 : -3	-2	10	1	-0.3	3	4	-1	-0.3
> O=C(COC(=O)CNS(=O)(=O)c1ccc(F)c(F)c1F)Nc1ccc(OC(F)F)cc1
 : 12	0	-4	-11	0.7	0	0	10	0.2
> Cc1sc(NC(=O)c2ccco2)c(C(=O)c2ccc(Cl)cc2)c1C
 : 3	-2	9	3	3.8	0	-11	3	-0.1
> Cc1ccccc1-c1nnc(SC(C)C(=O)NC2CCCC2)o1 (stereo not given)
 : 7	·	·	·	3.2	1	2	0	0.1
> COc1ccc(CNC(=O)C2CCN(S(=O)(=O)N3CCOCC3)CC2)cc1
 : -6	3	6	-2	0.1	0	-6	1	0.3
> Cc1cc(/C=C(/C#N)C(=O)O)c(C)n1CCC(C)C
 : 2	0	-7	4	1.4	1	-3	8	-0.1
> O=C(Nc1cc(Cl)ccc1N1CCCC1)C1=NN(c2ccccc2)C(=O)CC1
 : 4	-2	9	-1	2.2	4	-4	-1	0.1
> O=C(c1cccc(F)c1)N1CCc2ccccc2C1
 : 12	-5	-1	10	-5.9	4	12	2	0.2
> O=C(O)c1ccc(C2NCC(c3ccccc3Cl)c3c2[nH]c2ccccc32)cc1 (stereo not given)
 : -17	-2	4	3	1.9	4	7	3	0.0
> O=C(Nc1ccc(Cl)cc1)Nc1nc(-c2ccccc2O)cs1
 : 17	1	-2	8	3.6	5	-20	0	0.1
> O=C(CSc1nnc(-c2cccs2)o1)c1cccs1
 : 14	-2	4	-8	1.5	1	6	3	0.1
> OC(CN1CCOCC1)CN(c1ccccc1)c1ccccc1 (stereo not given)
 : 11	1	-6	-2	4.4	-1	-3	-10	-0.6
> CC1CCCCN1CCCNC(=O)c1c(O)nc2ccccn2c1=O (stereo not given)
 : -2	0	8	3	0.3	-1	-3	-1	-0.1
> COc1ccc(Cl)cc1NC(=O)COC(=O)c1c(-c2ccccc2)noc1C
 : 0	·	·	·	5.6	2	-16	2	0.2
> Cc1ccc(C(=O)Nc2ccon2)cc1S(=O)(=O)N1CCOCC1
 : 17	-1	7	-2	-0.5	-2	7	3	0.0
> O=C(COc1ccc2ccccc2c1Br)N1CCOCC1
 : 14	-6	2	5	2.0	-2	3	5	-0.1
> CCC1NC(=S)N(C2CCCCC2)C1=O (stereo not given)
 : -1	0	-5	2	1.0	5	4	7	0.1
> COCCN1C=C2C(=O)C(C)(OC(=O)c3cccs3)C(=O)C=C2C=C1CCCC(=O)OC (stereo not given)
 : 6	-4	-2	7	4.1	2	-2	6	0.2
> CNC(=O)c1ccc(NC(=O)c2cc(S(=O)(=O)N(C)C)ccc2N2CCCC2)cc1
 : 14	·	·	·	2.2	-1	5	7	-0.4
> CCC(=O)N(Cc1cc(=O)[nH]c2ccccc12)c1ccc(C)cc1
 : -12	2	9	1	0.6	0	-1	-8	0.0
> Cc1cc(NC(=O)CSCc2ccc([N+](=O)[O-])cc2)no1
 : 12	-1	5	10	0.0	-5	4	21	-0.1
> O=C(CSc1ncnc2nc[nH]c12)Nc1ccccc1C(F)(F)F
 : -1	3	2	-5	-2.5	-1	-3	4	-0.1

Continuation.
Each structure is followed by: PREPL inh	TPT1 inh	core dimer inh	CTSL1 counter	PP5 primary	PP1 inh	LYPLA2 inh	GASC-1 inh	Efflux pump inh
> O=C1CCCC(=O)C1=C1SCCS1
 : 4	4	2	-3	-1.9	-1	4	3	-0.1
> N#C/C(=C\c1ccco1)C(=O)NCC1CCCO1 (stereo not given)
 : 2	0	-1	1	1.6	-2	1	-6	-0.1
> Cc1ccc(-c2csc3nc(C)n(N)c(=O)c23)o1
 : 12	3	-7	0	3.5	-3	5	-7	-0.1
> Cc1ccc(OC(=O)c2cccc(S(=O)(=O)N(C)C)c2)c(-n2nc3ccccc3n2)c1
 : 10	-3	-5	1	1.4	-4	-3	-4	0.1
> O=[N+]([O-])c1ccc2nc(-c3ccccn3)[nH]c2c1
 : 4	-1	-2	-1	-0.9	-4	-7	4	0.0
> C[C@@H]1C(=O)O[C@H]2[C@H]1CC[C@@]1(C)C(=O)C=C[C@@](C)(O)[C@H]21
 : 4	4	-9	1	4.4	-4	-1	3&-12	0.1
> COc1ccc(N(Cc2cc3ccc(C)cc3[nH]c2=O)C(=O)c2ccco2)cc1
 : -5	-2	18	1	0.1	0	-7	3	0.0
> CCOC(=O)C1CCCN(C(=O)C2CCCN(S(=O)(=O)c3ccc4c(c3)oc(=O)n4C)C2)C1 (stereo not given)
 : -3	0	-1	-2	-0.7	0	3	-1	-0.2
> CS(=O)(=O)NCc1ccc(C(=O)NC2CCCCC2)cc1
 : 13	0	2	-4	1.9	-1	0	2	0.0
> Cc1ccc(NC(=O)c2cc([N+](=O)[O-])ccc2N2CCOCC2)cc1S(=O)(=O)N(C)C
 : -3	-2	1	0	-3.1	-1	4	4	0.0
> COc1ccc(CSc2nnc3[nH]c(=O)cc(N)n23)cc1
 : 5	1	5	-2	0.1	-1	0	-8	-0.2
> Cc1oc(-c2ccccc2Cl)nc1CSCC(=O)N1CCCC1
 : 18	1	1	-4	-0.3	-1	0	36	0.0
> COc1ccc(C2=NOC(COc3ccc([N+](=O)[O-])cc3)C2)cc1 (stereo not given)
 : 8	4	2	2	2.2	-3	7	-14	0.2
> CC(=O)N1CCN(c2ccc(NC(=O)c3ccco3)cc2Cl)CC1
 : 0	0	-3	-2	-0.6	-1	-2	i	-4.2
> O=C(NCC(c1ccc(F)cc1)N1CCOCC1)c1ccccc1F (stereo not given)
 : -2	3	3	-1	-2.5	-2	5	5	-0.1
> Cc1ccccc1CNC(=O)CC1C(=O)NCCN1Cc1c(F)cccc1Cl (stereo not given)
 : 24	-2	3	-2	0.2	-7	5	-13	-0.1
> CCCCNC(=O)CSc1nc(CCC)nc2ccccc12
 : 1	1	7	-2	0.4	0	6	-1	0.1
> COc1cc(/C=N/NC(=O)C(Cc2c[nH]c3ccccc23)NC(=O)OCC(C)C)cc([N+](=O)[O-])c1OCc1ccccc1 (stereo not given)
 : 14	-2	21	3	1.0	9	-10	-12	0.3
> NS(=O)(=O)c1ccc(NC(=O)c2ccc3nccnc3c2)cc1
 : 0	1	8	3	0.6	-6	2	2	-0.1
> CCC1=Nc2ccc(Br)cc2C(c2ccccc2)N1CC(=O)OC (stereo not given)
 : 12	-4	-1	-2	2.0	-2	-2	1	-0.1
> Cc1nn(Cc2ccccc2Cl)c(C)c1C(=O)N1CCN(c2ccccc2)CC1
 : 18	-4	-13	3	4.3	-2	11	13	-0.1
> N/C(=N\OC(=O)Cc1cccs1)c1ccc(Cl)cc1
 : -10	1	1	-16	1.6	-2	-2	11	0.0
> O=C(CCN1C(=O)c2ccccc2C1=O)Nc1cccc(S(=O)(=O)NC2=NCCC2)c1
 : 6	-4	-13	-5	1.3	3	2	9	-0.2
> O=C(COc1ccc(F)cc1Cl)Nc1cc(S(=O)(=O)N2CCOCC2)ccc1N1CCCCC1
 : 7	-4	21	3	-0.1	1	-2	2	0.3

Screening data: PubChem BioAssay, several laboratories
